Screening data: PubChem, several laboratories
OXTR ag – activates the human oxytocin receptor. P30559. CHO-OTR cells, Fluo-8 calcium fluorescence; normalized: DMSO 0%, oxytocin 100%. activation, % at 3 µM. 320,000 compounds, 0.32% hits. AID 2435;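 active means activation above the mean of all tested compounds plus 3 SD, cutoff set per screening run, cut at about 20% in these data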;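 further: peak over basal fluorescence ratio from a 100 s FLIPR kinetic read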
Target sequence (P30559 whole entry, looked up): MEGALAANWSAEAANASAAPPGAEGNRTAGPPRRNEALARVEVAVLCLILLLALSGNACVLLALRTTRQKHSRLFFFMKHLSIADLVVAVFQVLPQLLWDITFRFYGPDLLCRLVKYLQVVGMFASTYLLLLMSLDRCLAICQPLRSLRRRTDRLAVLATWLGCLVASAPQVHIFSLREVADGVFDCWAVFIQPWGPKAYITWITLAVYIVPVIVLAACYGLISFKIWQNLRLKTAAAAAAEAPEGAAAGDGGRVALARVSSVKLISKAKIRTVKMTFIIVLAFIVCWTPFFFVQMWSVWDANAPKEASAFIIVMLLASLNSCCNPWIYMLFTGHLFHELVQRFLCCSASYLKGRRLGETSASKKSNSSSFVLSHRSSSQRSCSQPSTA
MEKK2wt PB1 HTS – raises or lowers MEK5 binding to wildtype human MEKK2 PB1 domain; Q9Y2U5; bead flow cytometry, Alexa488-MEK5 binding to MEKK2 WT; actives lie on both sides; binding response (% of control), % at 10 µM; 290,000 compounds, 1.1% hits; in the data active means binding response below about 67% or above about 130%
NALP1 yeast inh – NALP1 inhibition; S. cerevisiae NALP1/ASC/caspase-1 growth, X-gal OD620, 72 h; inhibition, % at 10 µM; 280,000 compounds, 0.61% hits; AID 2071; in the data active means inhibition mostly above about 24%, no sharp cut-off; inactive means mostly below about 32%; further: some compounds called inactive have numbers as strong as hits
PfM18AAP inh – blocks P. falciparum M18 aspartyl aminopeptidase. recombinant PfM18AAP, H-Glu-NHMec fluorogenic cleavage. inhibition, % at 7.35 µM. 290,000 compounds, 1.2% hits. AID 1822;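 active means inhibition above the campaign mean inhibition over all tested compounds plus 3 SD, cut at about 28% in these data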;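 further: 0% = plate median of test compound wells and 100% = 2 mM ZnCl2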
PHOSPHO1 block – blocks human PHOSPHO1 phosphatase activity. AID 1565. recombinant PHOSPHO1, absorbance phosphatase assay. Q8TCT1. inhibition, % at 13.3 µM. 290,000 compounds, 1.1% hits; in the data active means inhibition above about 60%
Target sequence (Q8TCT1 whole entry, looked up): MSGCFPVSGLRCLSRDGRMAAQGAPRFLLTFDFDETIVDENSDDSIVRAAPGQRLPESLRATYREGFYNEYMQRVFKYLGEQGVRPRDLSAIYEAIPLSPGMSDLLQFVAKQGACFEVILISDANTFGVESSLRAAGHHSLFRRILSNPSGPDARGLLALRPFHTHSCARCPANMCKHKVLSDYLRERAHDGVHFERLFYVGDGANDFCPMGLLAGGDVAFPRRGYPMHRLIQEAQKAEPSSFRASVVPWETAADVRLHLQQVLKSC
DNA FID counter – fluorescent intercalator displacement, NS3 helicase counter-screen. inhibition, % at 7.9 µM. 290,000 compounds, 0.17% hits. DNA fluorescent intercalator displacement, fluorescence; in the data active means inhibition above about 37%;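 further: 0% = vehicle and 100% = reference compound; higher means more ethidium bromide displaced from hairpin DNA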
MEKK3 PB1 HTS – modulators (inhibitors or enhancers) of MEK5 binding to human MEKK3 PB1 domain; Q99759; bead-based flow cytometry, Alexa488-MEK5 binding to MEKK3; actives lie on both sides; 0 = blocked by unlabeled MEK5, 100 = vehicle; binding response (% of control), % at 10 µM; 290,000 compounds, 1.4% hits;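 active means binding response more than 3 SD above or below the average of its plate-row segment, actives on both sides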;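 further: Alexa488 bead fluorescence after subtracting the streptavidin-only scavenger bead signal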
GPR7 antag – human neuropeptides B/W receptor 1 antagonism. inhibition, % at 4.4 µM. P48145. 290,000 compounds, 1.1% hits. GPR7-expressing cells, fluorescence antagonist assay. AID 1861; in the data active means inhibition above about 16%, passing the limit was not always enough;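 further: cells stimulated with the agonist NPW; 0% = agonist with vehicle and 100% = vehicle without agonist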
Target sequence (P48145 whole entry, looked up): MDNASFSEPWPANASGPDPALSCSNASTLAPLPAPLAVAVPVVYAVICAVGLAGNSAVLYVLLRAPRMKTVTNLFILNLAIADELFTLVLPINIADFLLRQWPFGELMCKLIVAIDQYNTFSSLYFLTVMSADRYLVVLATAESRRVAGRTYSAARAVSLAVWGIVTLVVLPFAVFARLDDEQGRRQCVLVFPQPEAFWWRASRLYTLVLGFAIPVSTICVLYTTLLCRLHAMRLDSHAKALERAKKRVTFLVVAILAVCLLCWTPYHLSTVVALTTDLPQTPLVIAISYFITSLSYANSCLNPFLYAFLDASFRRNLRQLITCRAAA
MEKK2mut PB1 HTS – signal of MEK5 binding to mutant human MEKK2 PB1 domain | bead flow cytometry, Alexa488-MEK5 binding to MEKK2 mutant | percent response, % at 10 µM | 290,000 compounds, 0.35% hits; in the data active means percent response above about 24%, passing the limit was not always enough; further: inactives centre near 1; some results filed as inactive read as strong as hits; reference of the scale not given here
* = called active by the depositor; · = not tested or not shown.

Values in the order: OXTR ag, MEKK2wt PB1 HTS, NALP1 yeast inh, PfM18AAP inh, PHOSPHO1 block, DNA FID counter, MEKK3 PB1 HTS, GPR7 antag, MEKK2mut PB1 HTS
(1) COc1ccc(OC)c(-n2c(-c3cc(-c4ccco4)[nH]n3)n[nH]c2=S)c1
  -0.9, 97, -10, 7, -100, -19, 97, -14, -6
(2) CCC(=O)Nc1cccc(SC)c1
  0.3, 102, 24, -1, 19, 1, 102, -7, -1
(3) CCN(CC)S(=O)(=O)c1ccc(C)c(NC(=S)N2CCN(C/C=C/c3ccccc3)CC2)c1
  5.8, 89, 3, 6, 28, -7, 97, 2, -10
(4) CN(C)CC(C)(C)NS(=O)(=O)c1ccc(Cl)cc1
  -0.6, 94, 17, -17, 18, 0, 92, 5, -1
(5) CC(C)N1CCc2c(sc(NC(=O)CCS(=O)(=O)c3ccccc3)c2C(N)=O)C1
  0.2, 101, 27, -16, 34, 5, 102, -3, -1
(6) Cc1ccsc1C(=O)NC(C)c1ccc2c(c1)OCO2 (stereo not given)
  -0.1, 100, 27, 1, -8, -4, 102, -11, 2
(7) COc1cccc(C(=O)Nc2c(C)n[nH]c2C)c1
  -0.5, 106, 16, 5, -4, -16, 100, -18, 1
(8) COC(=O)C1=C(C(=O)OC)[C@@H]2Nc3ccccc3[C@@]23C[C@@H](C(=O)OC)N=C3N1
  0.1, 97, 9, ·, 31, ·, 100, ·, -7
(9) COc1ccccc1C(=O)NCC(=O)NC(C)CCc1ccccc1 (stereo not given)
  -1.0, 99, 4, 2, 35, -31, 103, -13, 15
(10) Cn1c(=O)c2c(nc3n2CC(O)CN3c2ccc(O)cc2)n(C)c1=O (stereo not given)
  0.2, 108, 20, -9, ·, -1, 107, 9, 10
(11) Cc1ccc(C23CC4CC(CC(C(=O)NC(C)C(N)=O)(C4)C2)C3)cc1 (stereo not given)
  3.9, 95, 12, 0, 17, -33, 95, -6, -1
(12) CCOc1cc(N2CCOCC2)c(OCC)cc1NC(=O)c1ccccc1
  0.2, 99, -1, -4, 40, -22, 105, 1, 2
(13) Cc1ccc(-c2noc(CC(c3ccccc3)c3ccccc3)n2)cc1
  0.7, 92, -15, 34*, 2, -6, 92, -6, 0
(14) CCCc1cc(C(=O)N2CCCC(CO)(CCCc3ccccc3)C2)n(C)n1 (stereo not given)
  ·, 102, 6, 4, 51, -66, 105, -10, -2
(15) NC(=O)C1CCN(C(=O)CN(C2CCCCC2)S(=O)(=O)c2ccc(F)cc2)CC1
  1.0, 100, 11, -16, 20, -9, 101, -1, 4

(further entries)
Values in the order: OXTR ag, MEKK2wt PB1 HTS, NALP1 yeast inh, PfM18AAP inh, PHOSPHO1 block, DNA FID counter, MEKK3 PB1 HTS, GPR7 antag, MEKK2mut PB1 HTS
(16) COc1cccc(C(=O)NCCNC(=O)c2ccccn2)c1
  0.4, 99, -1, -9, 36, -5, 99, -10, -3
(17) COC(=O)CCCC1=CC2=C(c3ccccc3)C(=O)C(C)(OC(=O)C3CCCC3)C(=O)C2=CN1C1CCCC1 (stereo not given)
  -1.3, 97, ·, ·, 13, ·, 94, ·, 3
(18) Cc1ccc(CNC(=O)c2ccc(N3CCC4(CC3)CC(c3ccccc3)=NO4)c(N)c2)cc1
  0.2, 92, 10, -6, 4, -34, 102, -9, 1
(19) Cc1cccc(NC(=O)c2ccc(CN3CCN(Cc4ccccc4)CC3)cc2)c1
  3.0, 108, 16, -5, 47, 7, 102, 1, -1
(20) CC(=O)c1ccc(N2CCN(CC(O)COC(c3ccccc3)c3ccccc3C)CC2)cc1 (stereo not given)
  1.0, 110, -1, 4, 16, 7, 107, 15, 3
(21) C/C(=N\NC(=O)c1ccccc1)c1ccccc1Br
  -1.6, 99, 34, -14, 18, -5, 99, -7, -1
(22) Cc1ccc2cccc(NC3OC(=O)c4ccccc43)c2n1 (stereo not given)
  0.1, 103, 26, 28*, -7, 6, 102, -7, -1
(23) CCOC(=O)N1CCN(C(=O)c2cn(C)c3ccc(S(=O)(=O)N4CCC(C)CC4)cc3c2=O)CC1
  0.0, 99, 21, -1, 1, -41, 96, -10, -2
(24) Cc1ccoc1C(=O)N1CCCCC1C(=O)O (stereo not given)
  0.7, 105, 21, -10, -17, -1, 103, -17, 4
(25) CCC(=O)Nc1ccc(C2=Nn3c(nnc3C(C)C)SC2)cc1
  0.7, 98, 24, -2, -3, -4, 103, -15, 2
(26) COC(=O)C1=C(C)N(Cc2ccc3c(c2)OCO3)C(=O)C1
  -0.2, 95, 16, 34*, 4, -27, 99, 5, -4
(27) COc1ccc2c(Cl)c(C(=O)N/N=C3\CCCC(=O)C3)sc2c1
  12, 94, 0, 18, 28, -12, 100, 24*, 0
(28) Cc1ccccc1CCN1CCCC(CN(C)C(=O)C(=O)c2ccco2)C1 (stereo not given)
  -0.5, 106, 3, -2, 43, 4, 101, -13, 8
(29) COc1ccc(CNC(=O)CN(c2cc(C)cc(C)c2)S(=O)(=O)c2c(C)noc2C)cc1
  -1.3, 102, 5, 2, 9, -19, 106, -16, 4
(30) O=C1C2C3c4ccccc4C(c4ccccc43)C2C(=O)N1/N=C/c1cccc(O)c1 (stereo not given)
  0.0, 90, 15, -10, 31, -8, 101, -7, -5

New compounds follow.
Values in the order: OXTR ag, MEKK2wt PB1 HTS, NALP1 yeast inh, PfM18AAP inh, PHOSPHO1 block, DNA FID counter, MEKK3 PB1 HTS, GPR7 antag, MEKK2mut PB1 HTS
(31) COc1ccccc1C(=O)NC(C)c1ccccc1 (stereo not given)
  -2.7, 101, 2, -1, -73, -5, 103, -3, 4
(32) Cc1cc(/C=N/NC(N)=S)c(C)n1-c1ccc(Cl)c(Cl)c1
  3.9, 101, 14, 19, 8, -10, 99, -5, -2
(33) CN(Cc1ccccc1)C(=O)CCS(=O)(=O)c1ccc2c(c1)n(C)c(=O)c(=O)n2C
  -0.2, 111, 32, 3, -2, -4, 111, -8, 4
(34) Cc1nn(-c2ccc(C(=O)O)cc2)c(=O)c2ccccc12
  -0.7, 101, -1, -50, 8, -3, 98, -2, 0
(35) O=C(CCc1nnc(Cc2c[nH]c3ccccc23)o1)NCC1CC12CCCCC2 (stereo not given)
  1.7, 102, 3, -3, 21, -26, 106, -7, -3
(36) CCOc1ccccc1/C=c1\sc2ncnn2c1=O
  0.6, 101, -16, 51*, -144, 2, 99, -11, -2
(37) Cc1ccc(NC(=O)Cc2nnc(SCC(=O)Nc3nncs3)n2C)c(C)c1
  -0.5, 109, 8, 4, 32, -8, 106, -6, 10
(38) C=CC[C@]12CC=CC(=O)[C@@]1(O)O[C@H](c1ccc(OC)c(OC)c1)[C@H]2C
  1.8, 107, ·, ·, ·, ·, 105, ·, 3
(39) O=C(NCCc1ccccn1)c1cccc(S(=O)(=O)N2CCc3ccccc32)c1
  1.2, 78, 5, -13, 36, -17, 93, -7, -13
(40) O=C(O)c1ccc(NC(=S)NC(=O)c2ccc3ccccc3c2)cc1
  4.1, 96, 3, 0, -13, -26, 97, -5, -4
(41) COc1ccc(C2C(C#N)=C(N)OC3=C2C(=O)CCC3)cc1Cn1cc([N+](=O)[O-])cn1 (stereo not given)
  -0.4, 116, ·, 3, 7, -25, 107, -6, 25
(42) O=C(NCc1nnc(SCc2ccccc2)n1-c1ccccc1)C12CC3CC(CC(C3)C1)C2
  -3.1, 91, 28, 4, -6, -15, 98, -4, 15
(43) FC(F)Oc1ccccc1/C=N/n1cnc2ccccc21
  -1.4, 99, 10, 10, 13, -1, 102, -10, 0
(44) O=C(Cc1c(F)cccc1Cl)Nc1ccccc1C(=O)N1CCOCC1
  0.2, 105, -4, -1, 34, -2, 101, -5, 6
(45) COc1ccc(C(=O)CC(=O)C(=O)Nc2ccccc2OC)cc1
  0.9, 103, 9, 0, 36, -17, 104, -8, 2

Entries listed so far containing an NH in an aromatic ring:
Values in the order: OXTR ag, MEKK2wt PB1 HTS, NALP1 yeast inh, PfM18AAP inh, PHOSPHO1 block, DNA FID counter, MEKK3 PB1 HTS, GPR7 antag, MEKK2mut PB1 HTS
(1) COc1ccc(OC)c(-n2c(-c3cc(-c4ccco4)[nH]n3)n[nH]c2=S)c1
  -0.9, 97, -10, 7, -100, -19, 97, -14, -6
(7) COc1cccc(C(=O)Nc2c(C)n[nH]c2C)c1
  -0.5, 106, 16, 5, -4, -16, 100, -18, 1
(35) O=C(CCc1nnc(Cc2c[nH]c3ccccc23)o1)NCC1CC12CCCCC2 (stereo not given)
  1.7, 102, 3, -3, 21, -26, 106, -7, -3

The main list resumes, repeating the 2 entries before the break.
Values in the order: OXTR ag, MEKK2wt PB1 HTS, NALP1 yeast inh, PfM18AAP inh, PHOSPHO1 block, DNA FID counter, MEKK3 PB1 HTS, GPR7 antag, MEKK2mut PB1 HTS
(44) O=C(Cc1c(F)cccc1Cl)Nc1ccccc1C(=O)N1CCOCC1
  0.2, 105, -4, -1, 34, -2, 101, -5, 6
(45) COc1ccc(C(=O)CC(=O)C(=O)Nc2ccccc2OC)cc1
  0.9, 103, 9, 0, 36, -17, 104, -8, 2
(46) COCc1cc(C)n(CC(=O)Nc2ccc(Cl)cc2Cl)c(=O)c1C#N
  1.0, 105, 3, -2, -2, 0, 103, -4, 7
(47) COc1ccc2c(c1)CCc1c-2nc2ccccc2c1N1CCOCC1
  -0.8, 88, ·, 5, 45, 5, 97, -9, 1
(48) CC1=C(C)[N+](=O)C2(O)CCCCC2(C)N1[O-] (stereo not given)
  0.9, 111, 3, 7, -26, 1, 107, 4, 18
(49) CN1CCC/C1=C1/C(=O)N(c2ccccc2)N=C1NC(=O)Nc1cccc(Cl)c1
  -0.3, 100, -2, -1, 19, 3, 104, -1, 0
(50) O=C(O)c1c(N2CCCCC2)ccc([N+](=O)[O-])c1N1CCCCC1
  -2.5, 100, 9, -3, 29, -4, 102, -11, 4
(51) O=c1c(Cl)c(NCc2ccccc2)cnn1C12CC3CC(CC(C3)C1)C2
  -0.8, 104, 16, 3, -12, -33, 104, 5, 0
(52) O=C(Nc1cc(F)ccc1F)C1CCCN(c2ncnc3c2nc2n3CCCCC2)C1 (stereo not given)
  -2.6, 111, 11, -10, 32, -42, 108, 0, 11
(53) CCOc1ccc(OCC)c(-c2c(=O)n(OCc3ccc(Cl)cc3)c3ccccc3[n+]2[O-])c1
  -1.4, 93, 22, -5, 54, -13, 98, -12, 0
(54) Cc1cc(=O)[nH]c2ccc(S(=O)(=O)N3CCOCC3)cc12
  0.6, 93, 1, 0, 73*, -14, 97, -11, -4
(55) COc1ccccc1CC(=O)Nc1cccc2ccccc12
  -0.8, 105, 20, -3, 35, -11, 102, -10, 5
(56) CSCCC(NS(=O)(=O)c1ccc2c(c1)OCCO2)C(=O)NCCc1ccccn1 (stereo not given)
  0.4, 102, -14, -3, 13, -2, 104, -2, 2
(57) CCOc1ccccc1NC(=O)NC1CCCCCCC1
  ·, 98, 0, -2, 18, -23, 102, -11, -1
(58) COc1ccccc1C(=O)N/C(=C\c1cn(C)c2ccccc12)C(=O)NCCCn1ccnc1
  0.0, 105, 2, 8, 23, 4, 101, -13, 2
